miR-122 sensor: miR-122 Renilla sensor signal increase in Huh7, primary screen, miR-122 inhibitor project, cell-based, single point, plate reader; Huh7 miR-122 Renilla luciferase sensor, 48 h; neutral wells = 0, positive control = 100; activation (reporter increase), % at 12.5 µM; actives 0.3% (n = 340,000); AID 602342, 2012;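 active means mean replicate activation score at least 90 and every replicate individually at or above 90; inconclusive means only one of the two criteria met; inactive means neither criterion met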;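 further: higher luciferase means less miR-122 activity so hits act as miR-122 inhibitors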
ERAP1 inh: human ERAP1 aminopeptidase inhibitors, primary screen, biochemical, single point, plate reader | recombinant ERAP1, Leu-AMC fluorescence, 60 min | inhibition, % at 10.7 µM | actives 0.15% (n = 340,000);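 active means mean replicate inhibition of at least 30%, or all replicates individually reaching that 30% level; inactive means mean below 30% and not every replicate reaching it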;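 further: 0% = neutral control wells and 100% = L-leucinethiol positive control wells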
SIRT5 block: SIRT5 desuccinylase inhibitors, primary screen, biochemical, fluorescence imaging, single point, set 5 | NAD-dependent protein deacylase sirtuin-5, mitochondrial (Homo sapiens), Q9NXA8 | Purified SirT5, succinyl-peptide AMC, trypsin-coupled fluorescence | inhibition, % at 15 µM | actives 1.1% (n = 330,000) | AID 652115, 2013; in the data active means inhibition above about 15%; inconclusive means no clear call, values can overlap the other calls
Target sequence (Q9NXA8 whole entry, looked up): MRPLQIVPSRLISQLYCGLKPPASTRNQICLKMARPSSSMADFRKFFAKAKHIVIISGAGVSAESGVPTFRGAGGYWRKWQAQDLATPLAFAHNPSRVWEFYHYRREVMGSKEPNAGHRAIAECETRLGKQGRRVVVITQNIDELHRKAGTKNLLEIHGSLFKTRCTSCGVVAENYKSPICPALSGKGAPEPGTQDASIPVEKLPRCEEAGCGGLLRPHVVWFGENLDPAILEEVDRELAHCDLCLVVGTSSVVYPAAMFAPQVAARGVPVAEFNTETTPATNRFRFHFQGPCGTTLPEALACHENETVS
DENV2 CPE: inhibitors of DENV2 cytopathic effect, primary screen, cell-based, plate reader, single concentration; actives 1.7% (n = 350,000); DENV2-infected cells, cytopathic effect rescue; CPE inhibition, % at 9.99 µM; AID 651640, 2012; in the data active means CPE inhibition above about 20%, passing the limit was not always enough; inconclusive means no clear call, values can overlap the other calls; tested in BHK-21 cells;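 further: 0% = median of neutral control wells and 100% = median of positive control wells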
Casp6 inh: human caspase-6 inhibitors, primary screen, biochemical, VEID-R110 fluorescence, single point, set 2. purified caspase-6, Z-VEID-R110 cleavage fluorescence. inhibition, % at 12.5 µM. actives 0.53% (n = 350,000). P55212;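 active means mean inhibition across replicates at least about 35%, with every replicate also reaching that limit, limit read from the data; inconclusive means only one of the two criteria met; inactive means neither criterion met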;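 further: 0% = median of neutral control wells and 100% = no fluorescence left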
Target sequence (P55212 24-179 limits assumed): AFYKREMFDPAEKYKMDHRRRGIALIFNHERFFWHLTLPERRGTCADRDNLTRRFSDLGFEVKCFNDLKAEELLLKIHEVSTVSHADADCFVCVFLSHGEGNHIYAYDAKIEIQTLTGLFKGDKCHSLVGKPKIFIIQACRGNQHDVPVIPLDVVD
Target sequence (P55212 194-293 limits assumed): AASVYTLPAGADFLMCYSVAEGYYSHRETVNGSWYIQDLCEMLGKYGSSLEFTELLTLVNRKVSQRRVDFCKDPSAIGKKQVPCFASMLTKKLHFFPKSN
ERp5 block: inhibitors of ERp5-driven insulin aggregation, primary screen, biochemical, turbidity, absorbance 650 nm, single point; 90 min; inhibition, % at 9.99 µM; actives 0.05% (n = 350,000);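 active means mean replicate inhibition above about 25%, with every replicate also reaching it, limit read from the data, passing the limit was not always enough; inconclusive means only one of those two criteria met; inactive means neither criterion met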
Target sequence (Q15084 whole entry, looked up): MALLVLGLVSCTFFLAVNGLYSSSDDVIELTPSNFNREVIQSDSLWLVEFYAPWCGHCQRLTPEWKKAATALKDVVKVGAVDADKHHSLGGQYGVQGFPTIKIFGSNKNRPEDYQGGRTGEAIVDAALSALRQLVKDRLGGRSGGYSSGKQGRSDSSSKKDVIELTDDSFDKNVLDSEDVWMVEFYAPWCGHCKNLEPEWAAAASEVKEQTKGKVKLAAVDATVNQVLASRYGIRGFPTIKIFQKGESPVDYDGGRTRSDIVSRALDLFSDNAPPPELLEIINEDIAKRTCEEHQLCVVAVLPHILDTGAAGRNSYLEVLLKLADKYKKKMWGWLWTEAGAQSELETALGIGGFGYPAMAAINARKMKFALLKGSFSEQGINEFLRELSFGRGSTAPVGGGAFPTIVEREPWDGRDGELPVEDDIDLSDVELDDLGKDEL
CFTR F508del cor: F508del CFTR correction, initial screen, CFBE line, single point | actives 0.36% (n = 350,000) | CFBE cells, YFP halide quenching; stimulated with forskolin plus potentiator P3; % fluorescence drop versus neutral controls | activity (quench increase), % at 7.58 µM;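 active means mean added fluorescence quench of at least 8% versus neutral control, with both replicates also reaching 8%; inconclusive means only one of the mean or replicate conditions met; inactive means mean below 8% and not both replicates reaching 8%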;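 further: cells transiently co-express mutant CFTR-F508del with the halide-sensitive YFP; corrector assay measuring rescue of mutant channel to the surface after 24 h compound exposure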
An asterisk follows results filed as active; ? = inconclusive; . = no result given; [ ] = dose if it differs, or a comment. Random draw from the library; any-hit rate near 4%.

SMILES	miR-122 sensor	ERAP1 inh	SIRT5 block	DENV2 CPE	Casp6 inh	ERp5 block	CFTR F508del cor
CCCc1nnc(SCC(=O)Nc2nnc(CC)s2)n1CC1CCCO1 (stereo not given)	.	3	.	2	-4	2	-2.4
COCC(=O)N1[C@@H](CO)[C@H](c2ccccc2)[C@@H]1CNC(=O)c1ccccn1	42[16.7 µM]	-1	4	8	-3	3	0.9
COc1ccc(-c2nnc(SCc3cccc(C#N)c3)o2)cc1	3	11	-4	-3	5	7	1.4
CCOC(=O)N1CCN(C(=O)COC(=O)c2ccc(N(C)C)cc2)CC1	-4	1	1	10	1	-1	2.0
O=C(c1cccnc1)N1C[C@@H]2[C@H](c3ccccc31)[C@H](CO)N2C(=O)C1CCOCC1	3[16.7 µM]	-2	-3	-10	-1	3	-1.4
Cc1ccc(C)c(NC(=O)CN(C)C(=O)c2cccc(S(=O)(=O)N3CCCC3)c2)c1	5	-6	-5	13	4	-29	2.3
O=C(COC(=O)/C=C/c1ccc(S(=O)(=O)N2CCOCC2)cc1)NCc1ccc(Cl)cc1	2	0	25*	5	-3	4	1.1
COCCCNC(=S)NC1CC2CCC(C1)N2Cc1ccccc1 (stereo not given)	.	-10	-3	.	-6	6	0.5
N#Cc1c(N)n(-c2ccc(N)cc2)c2nc3ccccc3nc12	.	4	3	-1	6	.	-0.4
CSc1ccc(/C=C(/NC(=O)c2ccco2)C(=O)N2CCOCC2)cc1	-2	0	2	5	-2	0	0.6
CCN(Cc1ccccc1)C(=O)COC(=O)c1cnc(C)cn1	5	-2	0	-2	-2	-3	-0.2
C[C@@H]1CN([C@H](C)CO)S(=O)(=O)c2ccc(C#CC(C)(C)O)cc2O[C@@H]1CN(C)Cc1ccc(-c2ccccc2)cc1	-8[16.7 µM]	3	20*	-6	-1	5	-0.2
CCOC(=O)N1CCC(NC(=O)Cn2cc3c(n2)CCCCC3)CC1	0	0	.	4	1	-9	1.2
C[C@H](CO)N1C[C@H](C)[C@H](CN(C)Cc2ccc3c(c2)OCO3)Oc2ccc(NC(=O)CCC(F)(F)F)cc2CC1=O	-2[16.7 µM]	5	2	1	3	0	0.6
COc1ccccc1OCCCN1C(=O)C(=O)c2cccc(C)c21	13	0	-1	6	6	-3	7.3
CCOc1ccc(C(=O)NCCc2ccc3c(c2)OCCO3)cc1	.	-6	-4	-7	1	4	0.8
Cc1noc(C)c1NC(=O)Nc1ccc2c(c1)C(=O)N([C@H](C)CO)C[C@@H](C)[C@H](CN(C)C(=O)Nc1ccccc1)OCCCC[C@@H](C)O2	-7[16.7 µM]	0	0	4	-3	6	0.8
C[C@@H]1CN([C@@H](C)CO)C(=O)c2cccc(NC(=O)NC3CCCCC3)c2O[C@@H]1CN(C)C(=O)Nc1ccc2c(c1)OCO2	-4[16.7 µM]	0	-3	8	1	2	1.0
O=C(C[C@@H]1CC[C@@H]2[C@H](COC[C@H](O)CN2CC2CCCCC2)O1)NCc1ccc(Cl)cc1	-7[16.7 µM]	1	3	-7	1	3	1.8
COc1ccc(C(=O)NC2(C(F)(F)F)NC(=O)N(CCCc3ccccc3)C2=O)cc1OC (stereo not given)	-9	-2	-2	9	1	5	2.5
c1ccc(-c2nnc(N3CCOCC3)c3ccccc23)cc1	0	-4	-3	4	-2	-5	1.1
Cc1ccccc1C(=O)NC1CCN(CC(=O)Nc2ccccc2Cl)CC1	-5	3	-3	6	0	-1	-0.3
CO[C@@H](C(=O)N(C)C[C@H]1OCc2ccccc2-c2ccccc2C(=O)N([C@H](C)CO)C[C@@H]1C)c1ccccc1	.	1	-1	3	1	-3	-1.1
C=CCCCCCCCCC(=O)Nc1c[nH]c(=O)[nH]c1=O	2	0	.	.	1	-3	.
OCCNc1nc(-c2ccccc2)c2cc(Br)ccc2n1	2	1	-1	-2	-1	6	1.2
Cc1ccc(OS(=O)Nc2cccc3nccnc23)cc1 (stereo not given)	18	1	7	-3	1	2	-0.1
O=C(Nc1cccc(F)c1)N1CCCCN2[C@H](CO)[C@@H](c3ccc(-c4ccccc4F)cc3)[C@H]2C1	-13[16.7 µM]	-3	1	8	-1	0	0.4
COc1cccc(C(=O)CC(C#N)c2ccc(F)cc2)c1 (stereo not given)	0	-2	1	.	2	-1	.
CC(C)n1c(C(F)(F)F)nc2cc(C(=O)N3CCOCC3)ccc21	-9	1	5	5	3	2	-0.2
COC(CNC(=O)C1CCCN1C(=O)OCc1ccccc1)OC (stereo not given)	.	-2	0	-2	-3	-3	.
O=C(CN1CCN(c2ccc(O)cc2)CC1)Nc1ccc(S(=O)(=O)N2CCCC2)cc1	1	0	-3	4	-1	6	3.4
O=C(COc1ccccc1F)Nc1ccc(N2CCOCC2)cc1N1CCOCC1	0	0	2	-22	4	8	-0.5
Cc1ccc(Cn2ccc(NC(=O)c3cc(C(C)C)on3)n2)cc1	.	1	-10	-7	0	0	-2.9
O=C(CN1C(=O)c2ccccc2C1=O)Nc1ccccc1N1CCOCC1	.	1	-5	-3	-5	10	0.3
O=C(NCc1ccco1)c1ccc(COc2cccc3ccccc23)cc1	-6	-4	0	.	3	4	.
NC(=S)N/N=C/c1ccc(Br)o1	.	-1	0	-2	9	5	1.8
COC(=O)c1cc(C(=O)c2cc(Cl)ccc2O)coc1=N	2	-2	-8	3	1	-1	-1.9
COc1ccccc1NC(=O)N1CCN(C(=O)Nc2ccccc2OC)CC1	2	1	5	-3	-2	0	1.5
CCOC(=O)c1ccccc1NC(=O)/C=C/C(=O)O	-5	2	-4	9	1	3	.
O=C1N[C@@H](Cc2ccccc2)[C@@H](c2ccco2)O1	5	12	45*	?	0	4	0.3
CS(=O)(=O)N1[C@H](C(=O)NC2CCC2)[C@@H](CO)[C@@H]2Cn3c(ccc(-c4cccc(F)c4)c3=O)[C@@H]21	.	-1	-19	-5	-2	2	-0.8
Cn1c(=O)c2cc(S(=O)(=O)NCCC(=O)Nc3ccc(F)cc3F)ccc2n(C)c1=O	-2	2	2	-1	-5	-1	3.1
CCCN(C)C[C@@H]1Oc2cc(C#Cc3cccc(F)c3)ccc2S(=O)(=O)N([C@H](C)CO)C[C@@H]1C	-6[16.7 µM]	-2	2	-9	-1	-1	-1.2
COCCNC(=O)c1c[nH]c2ccc(S(=O)(=O)Nc3ccc(F)cc3F)cc2c1=O	12	0	0	-2	19	3	-2.5
C/C(=N/OC(=O)C1CC1c1ccccc1)c1ccccc1 (stereo not given)	.	0	-3	.	-2	2	-1.3

Given with values under each structure: 2 of the compounds above
Each structure is followed by: miR-122 sensor | ERAP1 inh | SIRT5 block | DENV2 CPE | Casp6 inh | ERp5 block | CFTR F508del cor
O=C(NCc1ccco1)c1ccc(COc2cccc3ccccc23)cc1
→ -6 | -4 | 0 | . | 3 | 4 | .
NC(=S)N/N=C/c1ccc(Br)o1
→ . | -1 | 0 | -2 | 9 | 5 | 1.8

Additional structures:
SMILES	miR-122 sensor	ERAP1 inh	SIRT5 block	DENV2 CPE	Casp6 inh	ERp5 block	CFTR F508del cor
Cc1ccc(CNC(=O)CS(=O)Cc2nc(-c3ccccc3C)oc2C)cc1 (stereo not given)	1	23	-10	3	0	-9	-0.1
CCN1/C(=C\C=C2\C(=O)N(C)C(=S)N2C)Sc2ccccc21	.	2	-4	5	3	1	-1.7
CC(=O)/C(C#N)=C1\NC(=O)C(Cc2ccc(C)c(Cl)c2)S1 (stereo not given)	-3	-1	3	87*	6	-6	?
COc1cc(OC)c(OC)cc1/C=C/C(=O)OCC(=O)Nc1c(C)n(C)n(-c2ccccc2)c1=O	-7	2	-1	-9	0	-3	-2.7
O=C(C[C@H]1CC[C@H]2[C@@H](COC[C@@H](O)CN2CC2CCOCC2)O1)NCC1CCCCC1	-3[16.7 µM]	-3	-2	6	-3	3	-1.9
COc1ccccc1NC(=O)Cc1nnc(SCC(=O)Nc2nccs2)n1C	6	4	0	2	-3	-1	2.8
C[C@H](CO)N1C[C@H](C)[C@H](CN(C)Cc2ccc(-c3ccccc3)cc2)Oc2c(NC(=O)Nc3ccc4c(c3)OCO4)cccc2C1=O	-4[16.7 µM]	2	11	21*	-3	3	-0.1
COC(=O)N(C)C[C@H]1OCc2ccccc2-c2c(n(C)c3ccccc23)C(=O)N([C@@H](C)CO)C[C@H]1C	.	-2	4	1	0	-3	1.1
CCCC(C)NC(=O)COC(=O)c1cc(Br)c(Br)s1 (stereo not given)	-4	1	-2	-9	-3	1	-1.5
Cc1cccc2cc(CN(Cc3ccco3)C(=O)Nc3cccc(C#N)c3)c(Cl)nc12	-4	1	-2	4	-1	-3	-0.5
COCC(=O)Nc1ccc2c(c1)C(=O)N(C)C[C@@H](OC)[C@H](C)CN(C(=O)COC)[C@H](C)CO2	0[16.7 µM]	-2	0	16	-2	-6	.
COCC#Cc1ccc([C@@H]2[C@H]3CN(C(=O)C4CCC4)CC(=O)N3[C@H]2CO)cc1	.	0	-3	-5	-1	3	1.3
CC1CC(OC(=O)C(O)c2ccccc2)CC(C)(C)N1C (stereo not given)	-11	-2	0	13	1	0	1.3
COc1ccccc1-c1ccc2c(c1)[C@@H]1[C@@H](CCN1C(=O)C1CCC1)[C@H](CO)N2	.	2	3	-10	-2	-4	5.1
O=C(NCC[C@@H]1CC[C@H](NC(=O)C2CCCC2)[C@H](CO)O1)c1cnccn1	-13[16.7 µM]	-2	15	17	-2	0	0.8

Rewritten in CSV form: part of the list above
Compound,miR-122 sensor,ERAP1 inh,SIRT5 block,DENV2 CPE,Casp6 inh,ERp5 block,CFTR F508del cor
Cc1ccc(CNC(=O)CS(=O)Cc2nc(-c3ccccc3C)oc2C)cc1 (stereo not given),1,23,-10,3,0,-9,-0.1
CC(=O)/C(C#N)=C1\NC(=O)C(Cc2ccc(C)c(Cl)c2)S1 (stereo not given),-3,-1,3,87*,6,-6,?
COC(=O)N(C)C[C@H]1OCc2ccccc2-c2c(n(C)c3ccccc23)C(=O)N([C@@H](C)CO)C[C@H]1C,.,-2,4,1,0,-3,1.1

(cont.)
SMILES	miR-122 sensor	ERAP1 inh	SIRT5 block	DENV2 CPE	Casp6 inh	ERp5 block	CFTR F508del cor
COC(=O)CCCNC(=O)CC1C(=O)NCCN1Cc1ccoc1 (stereo not given)	.	6	-5	11	2	1	0.6
C[C@@H]1CN([C@H](C)CO)C(=O)c2cccc(NC(=O)Nc3cccc4ccccc34)c2O[C@@H]1CN(C)S(C)(=O)=O	2[16.7 µM]	2	6	16	-1	12	1.1
Cc1c(C(=O)Nc2ccc3c(c2)OCO3)oc2ccccc12	-3	-4	-6	-3	0	2	0.2
O=C(CN1C(=O)NC2(CCCCC2)C1=O)Nc1cccc(S(=O)(=O)N2CCOCC2)c1	10	13	-1	-2	1	7	-0.5
CCN(CC)C(=O)[C@H]1C[C@H](CC(=O)NCCC2=CCCCC2)C(=O)N2CCc3c([nH]c4ccc(Cl)cc34)[C@]12C	-10	1	-2	7	-1	1	-1.2
C=CCN1C(=O)c2ccc(C(=O)N3CCN(S(=O)(=O)c4cccc(F)c4)CC3)cc2C1=O	.	2	-1	2	-1	1	-1.7
Cc1ccccc1CNS(=O)(=O)c1ccc2c(c1)OCCO2	.	-9	6	-1	4	-26	-1.2
CN(C)CCC(=O)N1C/C(=C/c2ccccc2)C(=O)/C(=C\c2ccccc2)C1	19	1	-1	2	-8	-1	-6.4
CC(=O)Nc1ccc2c(c1)C(=O)N(C)[C@H]1CC[C@@H](CC(=O)NC3CCCCC3)O[C@@H]1CO2	-13[16.7 µM]	.	.	-1	.	.	-0.7
Cc1cc(C)nc(N2CCC(C(=O)NNC(=O)Cc3ccccc3)CC2)n1	5	10	0	7	1	-7	0.4
CCCC#Cc1cnc2c(c1)C(=O)N([C@@H](C)CO)C[C@H](C)[C@@H](CN(C)C(=O)C1CCC1)O2	-4[16.7 µM]	0	5	10	1	10	3.0
C[C@H]1CN([C@@H](C)CO)C(=O)c2cccc(NS(=O)(=O)c3cccs3)c2O[C@H]1CN(C)C(=O)Nc1ccc(F)cc1	-3[16.7 µM]	-1	-4	-1	0	17	-1.0
Cn1cccc1Cc1nnc(SCC(=O)N2CCCCCC2)n1-c1ccc(F)cc1	-5	4	2	-4	4	-3	4.0
